G6PDH counter: counter-screen for G6PDH assay hits: L. mesenteroides G6PDH inhibition; Purified L. mesenteroides G6PDH, diaphorase/resazurin coupled fluorescence, 45 min; inhibition, % at 5 µM; hit rate 0.12% among 200,000; AID 1020; in the data active = inhibition above about 50%
Redox H2O2 prof: compounds producing H2O2 with reducing agent – biochemical, NIH compound library profiling, artefact control for MLSCN library redox annotation, primary screen; DTT-dependent redox cycling H2O2, phenol red/HRP absorbance; 100% = 100 µM peroxide control, 0% = buffer; activation, % at 10 µM; hit rate 0.03% among 200,000;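 active = activation of at least 50% relative to the plate's high and low controls in the primary single-dose screen; inactive = activation below 50%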;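 also: compound incubated with DTT at 0.8 mM final as the reducing agent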
Hsp70 act: switches on Hsp70 transcription. HeLa Hsp70 promoter luciferase reporter, luminescence; scaled: vehicle 0, proteasome-inhibitor control 100%. activation, % at 10 µM. hit rate 0.04% among 200,000. AID 1203;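 active = activation above the mean across all tested compounds plus 3 SD, cutoff set per campaign, cut at about 5.5% in these data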;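 also: 100% = MG132 at 30 µM as the positive control and 0% = DMSO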
FLuc stim CS: affects firefly luciferase, flagging false hits in luciferase stimulation screens; P08659; ATPlite luciferase biochemical, luminescence, 10 min; 0 = ATP-free wells, 1 = DMSO control; activation factor at 10 µM; 200,000 tested, under 10 active;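 active = luciferase activation factor, scaled between plate controls, of at least 2 with compound at 10 µM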
Target sequence (P08659 whole entry, looked up): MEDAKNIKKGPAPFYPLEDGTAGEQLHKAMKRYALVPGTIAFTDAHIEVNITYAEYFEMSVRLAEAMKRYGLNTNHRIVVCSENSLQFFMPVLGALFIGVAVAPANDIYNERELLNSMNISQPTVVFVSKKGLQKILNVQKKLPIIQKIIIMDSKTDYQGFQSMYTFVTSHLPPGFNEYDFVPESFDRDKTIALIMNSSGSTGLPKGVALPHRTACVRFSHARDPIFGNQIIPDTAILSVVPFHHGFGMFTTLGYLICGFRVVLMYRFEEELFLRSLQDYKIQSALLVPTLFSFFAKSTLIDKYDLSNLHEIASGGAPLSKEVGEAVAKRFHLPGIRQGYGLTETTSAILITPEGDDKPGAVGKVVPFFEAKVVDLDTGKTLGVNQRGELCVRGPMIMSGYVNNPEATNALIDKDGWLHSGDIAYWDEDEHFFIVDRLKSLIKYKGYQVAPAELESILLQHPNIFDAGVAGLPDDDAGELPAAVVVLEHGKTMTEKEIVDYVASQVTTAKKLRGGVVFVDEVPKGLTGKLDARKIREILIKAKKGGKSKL
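Assay system: Luciferase/luciferin detection reagent, cell-free biochemical luciferase assay / Also added: ATP substrate / Schedule: 10 min at ambient temperature / Measured by: luminescence measurement of luciferase light output / Benchmarks: low control with PBS replacing ATP, high control enzyme plus ATP without compound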
APP 5UTR inh: APP translation inhibition; SH-SY5Y APP 5'UTR-luciferase reporter, luminescence; inhibition, % at 2 µM; hit rate 0.82% among 190,000; AID 1285;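 active = inhibition above a set limit, derived from the sample mean plus 3 SD, cut at about 45% in these data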; also: values of inactives mirror those of a sister screen read the other way
NF-kB neuron act: raises NF-kB expression in human neuronal cells; fold change at 12.5 µM; hit rate 1.6% among 190,000; NF-kB reporter expression; stronger effect = higher value; in the data active = fold change above about 3.3
Efa HMGR inh: E. faecalis class II HMG-CoA reductase inhibition. purified E. faecalis HMGR, NADPH absorbance 340 nm kinetic. inhibition, % at 10 µM. hit rate 0.41% among 190,000. AID 1066;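 active = inhibition above a set limit, the median over all tested compounds plus 3 SD, cut at about 9.5% in these data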;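 also: enzyme runs in reverse so mevalonate oxidation gives rising NADPH absorbance; 0% = complete reaction with DMSO and 100% = background rate lacking mevalonate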
APP 5'UTR act: APP 5'UTR luciferase reporter activation; AID 1276; activation, % at 2 µM; SH-SY5Y APP 5'UTR luciferase reporter, luminescence; zero percent = DMSO vehicle wells; hit rate 1% among 190,000;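 active = activation above a set limit, based on mean plus 3 SD of controls, cut at about 140% in these data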; also: values of inactives mirror those of a sister screen read the other way
FLuc inh counter: Photinus pyralis luciferase inhibition counter-screen; P08659; ATPLite firefly luciferase biochemical luminescence, 10 min; inhibition, % at 10 µM; hit rate 1.5% among 200,000; AID 1006;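 active = inhibition above about 50% when tested at 10 µM, limit read from the data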
STAT1 act: activators of IFN-gamma induced STAT1 signaling; NIH 3T3 STAT1-luciferase reporter, luminescence; 100% = IFN-gamma alone, no compound; hit rate 2.6% among 200,000; activation (% of control), % at 5.5 µM;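 active = activation above the screen-wide mean activation plus 3 SD, cut at about 130% in these data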;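 also: raw ratio to IFN-gamma control signal so 100% means no change and 0% no light; values of inactives mirror those of a sister screen read the other way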
* marks the source's active call; other numbers are inactive results; . = no result given.

SMILES	G6PDH counter	Redox H2O2 prof	Hsp70 act	FLuc stim CS	APP 5UTR inh	NF-kB neuron act	Efa HMGR inh	APP 5'UTR act	FLuc inh counter	STAT1 act
Cc1cc(C)cc(NCc2cc(=O)oc3cc(-c4ccccc4)c(O)cc23)c1	-20	0.9	-0.3	1.1	-2	1	-5	2	-7	104
CC(C)(C)c1[nH]nc2c1C(c1ccc(OC(=O)c3ccco3)cc1)C(C#N)=C(N)O2 (stereo unspecified)	10	1.4	-0.1	1	0	1.1	1	0	-4	98
OCCC1CN(Cc2ccon2)CCN1CCc1ccccc1 (stereo unspecified)	15	-1.1	0.0	1	-6	1	-1	6	-2	106
Nc1nc(-c2ccco2)nn1C(=O)c1ccc(Cl)cc1	0	1.7	0.0	1.1	4	1	-1	-4	-7	94
COc1ccc(-n2c(C)c3c(OC)cccc(=O)c3c2C)cc1	-1	-7.1	-0.3	1.1	-4	0.95	-6	4	-5	101
CC(C)Oc1ccc(CNC(=S)N/N=C/c2cccnc2)cc1	4	-7.7	-0.4	1	-21	1.3	-2	21	-4	99
CC(=O)c1ccc2c(c1)C1C=CCC1C(c1ccc(S(=O)(=O)N3CCOCC3)cc1)N2 (stereo unspecified)	-24	0.1	-0.4	1.1	.	0.95	0	.	-6	100
CCCCN(CC)S(=O)(=O)c1ccc(C(=O)Nc2nnc(-c3ccccc3Cl)o2)cc1	6	0.3	-0.1	1	-3	0.79	-8	3	-4	100
O=C(Nc1ccc2oc(-c3ccncc3)nc2c1)c1ccc(F)cc1	7	0.0	-0.5	1	-32	1.5	0	32	-1	89
O=C(Nc1cccc(F)c1)c1ccc(Br)o1	9	0.1	0.1	0.9	-5	1.2	-4	5	6	103
O=C(CN1CCN(c2ccccc2)CC1)Nc1nnc(-c2ccccc2)s1	1	-1.9	-0.2	1	6	0.99	-3	-7	-3	106
CC(=O)c1c(C)nc2ccc(Br)cc2c1C(=O)O	3	-0.1	-0.1	1	-14	1.1	-1	14	-1	104
COc1ccc(N2C(=O)C3CCCN3C2c2ccccc2F)cc1 (stereo unspecified)	1	-3.4	-0.1	1.1	9	1.1	-3	-9	-7	105
CCn1c(SCC(=O)Nc2sc3c(c2C(N)=O)CCC(C)C3)nnc1-c1ccco1 (stereo unspecified)	12	0.5	-0.4	1	2	1.4	5	-2	0	97
CC(C)=CC(=O)N1CCC(N2CCC(C(=O)N3CCOCC3)CC2)CC1	4	-1.4	-0.1	1.1	15	1.2	-2	-15	-5	98
CCN(CC)c1ccc2c(Cl)c(Br)c(=O)oc2c1	2	0.8	-0.5	1	5	1.6	-2	-5	1	86
C[C@H](NC(=O)c1nc[nH]c1C(=O)NCCCCCNC(=O)OC(C)(C)C)C(=O)OC(C)(C)C	5	0.6	0.0	1	-1	0.44	0	1	5	80
O=C(Nc1ccccn1)c1ccc2ccccc2n1	7	2.2	-0.2	0.2	-141	5.9*	2	141*	84*	111
COCC(C)n1c(C)cc(C(=O)COC(=O)CNC(=O)c2ccccc2)c1C (stereo unspecified)	8	-0.2	-0.4	1	.	0.79	0	.	-2	104
COCC(C)NC(=S)NCCc1ccc(Cl)cc1Cl (stereo unspecified)	2	-0.6	-0.1	1.1	-32	0.96	7	32	-8	99
CCOC(=O)/C(=N\Nc1ccc(Cl)cc1)c1csc(Nc2ccccc2)n1	1	0.7	0.0	1	.	1.1	-6	.	-3	97
O=C(c1cccc(S(=O)(=O)N2CCCCC2)c1)N1CCN(S(=O)(=O)c2ccc(F)cc2)CC1	7	0.3	-0.2	1	3	0.76	-7	-3	-2	97
O=C(CCCc1nc2ccccc2s1)N1CCN(c2ccccc2F)CC1	-30	0.6	-0.1	1	2	0.84	-3	-2	-1	106
Fc1ccc(CN2CCCCCCC2)cc1	1	0.0	0.0	1	8	0.93	0	-8	-4	101
CCC(=O)Nc1ccc(N2CCCCC2)c(C(=O)Nc2ccccc2C)c1	-7	-1.9	-0.3	1	2	1.1	-4	-2	-1	104
Cc1cccc(NC(=O)CC2NCCNC2=O)c1 (stereo unspecified)	4	0.2	-0.2	1	-9	1.3	-6	9	-4	105
CC(=O)Nc1ccc2c(c1)CN(c1cc(C)ccc1C)CO2	-14	0.5	-0.4	1.1	3	0.86	-5	-3	-8	84
COc1ccc(NC(=O)CN2CCC(NC(=O)C3CCCCC3)CC2)cc1	-2	0.3	-0.1	1.1	-1	1.2	-6	1	-6	105
O=C(NCc1ccc(F)cc1)c1c(O)c2cccc3c2n(c1=O)CCC3	8	-0.3	-0.4	1.1	-28	1.1	2	28	-12	107
CS(=O)(=O)N1CCc2cc(-c3csc(NC(=O)C(c4ccccc4)c4ccccc4)n3)ccc21	7	0.1	-0.3	1.1	12	0.63	-6	-11	-6	110
Cc1cccc(C(=O)O/N=C/c2ccc(Br)cc2)c1	4	-0.4	-0.3	0.5	18	1.6	-1	-18	47	107
Cc1nc2sc(C(c3cccc(F)c3)N3CCOCC3)c(O)n2n1 (stereo unspecified)	-6	1.1	0.6	1.1	-3	1.2	-5	3	-5	97
COc1ccc(N2C(=O)CCC(C(=O)N3CCCCC3)C2c2ccc(OC)c(OC)c2)cc1 (stereo unspecified)	-12	-2.7	-0.3	1.1	5	1.1	2	-5	-6	98
COc1ccccc1N(C)S(=O)(=O)c1ccc(Cl)c(C(=O)N2CCC(C(N)=O)CC2)c1	9	0.6	-0.2	1	-5	1.1	-2	5	-4	101
CC(NC(=O)COc1ccc(Oc2ccccc2)cc1)C(=O)O (stereo unspecified)	28	0.4	-0.1	1	-18	1.2	-1	18	-1	98
Cc1ccc(C(=O)Nc2ccc(C(F)(F)F)n(C)c2=O)cc1	5	-0.2	-0.4	0.7	-71	0.99	-1	71	30	133*
O=c1c(Cc2c(F)cccc2Cl)c(O)ccn1CCc1c[nH]c2ccccc12	12	-0.4	-0.1	1.1	-17	0.84	-1	17	-12	99
COc1ccc(-c2cc(C)nc3nc(N)nn23)cc1	2	-1.4	-0.1	1.1	1	1.2	-3	-1	-6	106
CP(=O)(COC(=O)c1ccccc1)COC(=O)c1ccccc1	9	-2.6	-0.4	1	18	0.98	-1	-18	0	97
CCCC(=O)Nc1nc(C)c(C(C)=O)s1	9	-3.1	-0.2	1	31	1.2	-9	-31	-1	104

Profiles, looked up by structure. Order of screens: G6PDH counter	Redox H2O2 prof	Hsp70 act	FLuc stim CS	APP 5UTR inh	NF-kB neuron act	Efa HMGR inh	APP 5'UTR act	FLuc inh counter	STAT1 act
Fc1ccc(CN2CCCCCCC2)cc1 is listed with 1	0.0	0.0	1	8	0.93	0	-8	-4	101
Cc1ccc(C(=O)Nc2ccc(C(F)(F)F)n(C)c2=O)cc1 is listed with 5	-0.2	-0.4	0.7	-71	0.99	-1	71	30	133*

More records follow:
SMILES	G6PDH counter	Redox H2O2 prof	Hsp70 act	FLuc stim CS	APP 5UTR inh	NF-kB neuron act	Efa HMGR inh	APP 5'UTR act	FLuc inh counter	STAT1 act
CC(=O)OCC#CCSc1nc2ccccc2n1C	1	-0.6	-0.1	1	-11	1.6	0	11	-1	99
NS(=O)(=O)c1ccc(CCNC(=O)CN2CCCCC2)cc1	-6	-0.4	0.0	1.1	-6	1.1	2	7	-6	105
CCCC(=O)Nc1cccc(NC(=O)c2ccc3c(c2)OCO3)c1	0	1.1	-0.3	0.9	-10	0.96	3	10	8	97
O=C(NNS(=O)(=O)c1ccc(Br)cc1)c1csnn1	4	-1.4	-0.2	1.1	-21	0.94	-5	21	-7	104
CCC(Sc1ncnc2sc(C)c(C)c12)C(=O)OC (stereo unspecified)	3	1.0	-0.3	1.1	0	1.2	1	0	-6	93
COc1ccc(OC)c(NC(=O)c2cc(-c3ccc(C)cc3O)n[nH]2)c1	1	0.3	-0.2	1	-7	1.4	2	7	-4	103
CC(CC1C(C#N)=C(N)OC2=C1C(=O)CCC2)c1ccccc1 (stereo unspecified)	-12	-0.5	-0.6	1.1	10	1.1	-4	-10	-5	101
Cc1[nH]n(-c2ccccc2)c(=O)c1CCOC(=O)c1ccc(C(F)(F)F)cc1	4	1.7	-0.3	1	1	0.93	0	-1	-2	109
O=C(NCC(c1ccco1)N1CCOCC1)c1ccc([N+](=O)[O-])cc1 (stereo unspecified)	0	0.1	0.1	1.1	-5	1	-3	5	-8	92
CCOC(=O)c1c(NC(N)=O)nc2n1CCC2	0	-0.4	-0.1	1.1	8	1.6	0	-8	-6	94
CCC1=NC(c2ccc(OC)c(OC)c2)N(O)C1(C)C (stereo unspecified)	14	-0.2	-0.3	1	5	1.1	0	-5	2	102
O=C(CN1CCCCC1)N1CCN(C(=O)CN2CCCCC2)CC1	-2	-0.5	-0.1	1	1	1.1	2	-1	-5	103
CCCCC(=O)Nc1cc(C)c2c(=O)oc3ccccc3c2n1	4	-3.7	0.1	1	23	0.61	-3	-23	0	107
O=C(NNC(=O)c1ccccc1Br)c1ccccc1Cl	-2	-0.7	-0.1	1	-2	1.3	-6	2	2	111
Cc1cc2ccccc2c(=O)n1CC(=O)NCC1COc2ccccc2O1 (stereo unspecified)	2	1.4	-0.2	1.1	4	0.97	4	-4	-7	97
Cc1cc(C(F)F)n2nc(C(=O)Nc3c(F)cc(F)cc3Br)nc2n1	1	-0.3	-0.4	1	12	2	-4	-12	-1	102
Cc1ccccc1C(=O)c1c[nH]c(C(=O)N=CN(C)C)c1	8	0.1	-0.3	1.1	-18	1.4	0	18	-8	93
O=Cc1c(-[n+]2ccccc2)nc([O-])n1-c1ccccc1	8	-0.4	-0.4	1.1	-16	0.81	-9	16	-8	98
Cc1cc(NC(=O)c2ccc(COc3ccc(Cl)c(C)c3)o2)no1	-25	4.0	-0.3	1.1	-4	1.1	-5	4	-10	105
Cc1ccc(OCCSCc2nc3ccccc3[nH]2)cc1	4	1.7	-0.2	1	13	1.1	1	-13	-3	94
CCCCCCCCCCOC(=O)C[N+](C)(C)CC1CCCCC1O (stereo unspecified)	5	-0.4	-0.2	1.1	-5	1.1	1	5	-8	95
O=C(NO)c1cc(OCC(F)(F)F)ccc1OCC(F)(F)F	17	-5.8	-0.1	1	6	0.97	-2	-6	0	90
O=C1CCC(=O)N1CCOP1(=O)COc2ccccc2OC1	12	-0.4	0.3	1	0	1.1	-2	0	-3	98
Fc1ccc(CSc2nnc(Cc3sc(-c4ccccc4)nc3-c3ccccc3)o2)cc1	6	0.6	0.0	1.1	20	0.94	-5	-20	-6	104
O=C(O)CSCC(=O)Nc1ccc(C(=O)O)cc1	8	0.4	-0.3	1	6	1.1	1	-6	-1	100
COC(=O)Nc1ccc2c(c1)ncn2C1CCCCC1	3	-0.1	0.3	0.9	-6	1.7	-6	6	14	108
CN1CCN(C(=O)c2cc3nc(-c4ccc(Cl)cc4)cc(C(F)(F)F)n3n2)CC1	-4	-3.4	0.0	1	2	0.73	2	-1	-4	92
O=C(NNC(=O)c1cccs1)c1ccc(S(=O)(=O)N2CCCCC2)cc1	7	-0.5	0.1	1	2	1.1	2	-2	0	97

Assay outcomes: PubChem, several laboratories
